GRK2 aptamer HTS – inhibitors of human GRK2 displacing RNA aptamer. actives 0.59% (n = 330,000). bead flow cytometry, FAM-aptamer displacement from GRK2. P25098. inhibition of aptamer binding, % at 10 µM;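 active = inhibition of aptamer binding above 40%, roughly 3 SD of noise, on plates passing a quality check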;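 note: median bead fluorescence of bound FAM aptamer so fluorescent compounds give negative values; no value below 0 was filed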
Target sequence (P25098 whole entry, looked up): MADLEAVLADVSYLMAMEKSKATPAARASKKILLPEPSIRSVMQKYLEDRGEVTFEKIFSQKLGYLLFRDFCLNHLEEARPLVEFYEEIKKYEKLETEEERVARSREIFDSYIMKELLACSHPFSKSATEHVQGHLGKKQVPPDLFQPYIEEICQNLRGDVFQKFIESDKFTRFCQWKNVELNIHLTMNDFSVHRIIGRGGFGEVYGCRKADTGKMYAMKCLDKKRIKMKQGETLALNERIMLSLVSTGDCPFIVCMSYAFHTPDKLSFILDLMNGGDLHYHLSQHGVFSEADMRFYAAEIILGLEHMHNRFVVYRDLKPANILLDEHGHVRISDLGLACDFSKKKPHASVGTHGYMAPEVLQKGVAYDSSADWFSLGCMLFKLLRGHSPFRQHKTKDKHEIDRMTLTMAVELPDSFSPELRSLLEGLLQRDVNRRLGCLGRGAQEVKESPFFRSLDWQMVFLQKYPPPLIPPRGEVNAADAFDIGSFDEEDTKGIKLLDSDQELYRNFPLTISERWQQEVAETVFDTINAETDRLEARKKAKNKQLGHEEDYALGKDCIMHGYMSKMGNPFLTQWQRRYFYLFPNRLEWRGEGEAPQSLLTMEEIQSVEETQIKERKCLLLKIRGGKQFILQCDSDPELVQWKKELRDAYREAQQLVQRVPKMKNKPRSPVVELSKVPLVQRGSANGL
proCasp7 act – counter-screen: procaspase-7 (human) activation; activation, % at 8.5 µM; P55210; actives 0.093% (n = 330,000); recombinant procaspase-7, Ac-DEVD-pNA absorbance 405 nm; D23A/D198A/D206A triple mutant, cannot self-cleave; scale: DMSO 0, 5 µM enzyme 100;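 active = percent activation above the screen-wide mean plus 3 SD, cut at about 25% in these data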
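signal = Epi-absorbance of released pNA at 405 nm, two timepoints | assay system = Uncleavable procaspase-7 mutant enzyme | reagent = Ac-DEVD-pNA substrate, 400 µM as added | times = 1 h enzyme–compound preincubation and 2 h substrate reaction, both 25 °C | benchmarks = low DMSO alone, high DMSO plus 5 µM PC-7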
JMJD2C inh – blocks human GASC-1 demethylase activity; inhibition, % at 2.35 µM; Q9H3R0; actives 0.069% (n = 330,000); AID 2099; GST-JMJD2C(1-420) H3K9me3 demethylation, DELFIA europium;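 active = more than half of a compound's replicate wells show inhibition beyond 50%, single wells judged on their own value; inconclusive = some, but no more than half, of replicates pass 50% inhibition; inactive = no replicate passes 50% inhibition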;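 note: signal counts dimethyl H3K9 product captured on neutravidin plate; 0% = median of DMSO wells and 100% = 0.3 times that DMSO median; strong numbers were not always called active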
PP5 inh – inhibitors of human protein phosphatase 5 (PP5); P53041; purified PP5c, OMFP substrate fluorescence; inhibition, % at 6.7 µM; actives 0.18% (n = 320,000);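 active = inhibition above the campaign's mean inhibition across all tested compounds plus 3 SD, cut at about 9.5% in these data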;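 note: 0% = DMSO only and 100% = 100 µM cantharidin control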
procasp3 activ – activates human procaspase-3; P42574; recombinant procaspase-3 D3A, Ac-DEVD-pNA absorbance 405 nm; activation, % at 8.5 µM; actives 0.11% (n = 330,000); AID 463141;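 active = activation above the mean of all tested compounds plus 3 SD, cut at about 21% in these data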;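 note: 0% = DMSO alone and 100% = DMSO wells spiked with extra 5 µM PC-3 D3A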
Target sequence (P42574 whole entry D9A/D28A/D175A): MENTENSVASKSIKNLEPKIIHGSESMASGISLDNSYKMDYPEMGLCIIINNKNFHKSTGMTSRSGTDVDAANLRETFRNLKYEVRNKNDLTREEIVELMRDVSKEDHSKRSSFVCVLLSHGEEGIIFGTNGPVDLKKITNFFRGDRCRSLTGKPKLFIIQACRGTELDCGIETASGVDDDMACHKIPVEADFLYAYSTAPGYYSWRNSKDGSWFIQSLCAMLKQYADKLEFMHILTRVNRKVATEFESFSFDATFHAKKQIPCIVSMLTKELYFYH
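Assay system: Autoprocessing-dead procaspase-3 D3A mutant enzyme; also added: Ac-DEVD-pNA; doses: one concentration, 8.5 µM nominal, 0.8% DMSO; times: 1 h compound preincubation, 2 h substrate hydrolysis at 25 °C; technique: 405 nm absorbance of p-nitroaniline, reads at 0 and 120 min; measure: % activation between DMSO and enzyme-spiked controls; repeats: single replicate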
CTSL1 counter – counter-screen for PFM18AAP inhibitors: inhibitors of F. hepatica cathepsin L1. recombinant F. hepatica cathepsin L1, Z-Leu-Arg-MCA fluorescence. inhibition, % at 5.96 µM. actives 0.49% (n = 300,000);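 active = inhibition above the mean of all tested compounds plus 3 SD, set per screening campaign, cut at about 17% in these data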;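 note: 0% = plate median of test compound wells and 100% = 1 µM Z-Phe-Ala-diazomethylketone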
VLA-4 inh – inhibition in a human VLA-4 binding assay; inhibition, % (about 7 µM as worked out from the volumes in the protocol); AID 2557; VLA-4 expressing cells, ligand binding flow cytometry; P13612; actives 0.2% (n = 330,000); in the data active = inhibition above about 50%
core dimer inh – HCV core protein dimerization inhibition | inhibition, % at 5 µM | actives 0.33% (n = 300,000) | TR-FRET GST/Flag-core106 dimerization, 1536-well;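 active = inhibition above the mean of all tested compounds plus 3 SD, set per screening campaign, cut at about 45% in these data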
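test system = GST/Flag-tagged HCV core106 proteins | probe or stimulus = Eu donor and XL665 acceptor anti-tag antibodies | times = compound-protein-antibody incubation 4 h at 22.5 °C | signal = TR-FRET, excitation 340 nm, emission 617 and 671 nm | measure = percent inhibition of core106 dimerization signal | controls = wells lacking GST-core106 and wells with excess unlabelled core106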
PP1 counter – counter-screen for PP5 inhibitors: inhibitors of human PP1-alpha. P62136. inhibition, % at 6.7 µM. actives 0.9% (n = 320,000). purified PP1alpha, OMFP fluorescence;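 active = inhibition above the mean inhibition of all tested compounds plus 3 SD, computed separately for each screening campaign, cut at about 15% in these data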
An asterisk follows results filed as active; ? = inconclusive; . = no result given; & = joins results of further samples. Outcome played no part in choosing rows. Share with any hit: about 2.6%.

smiles	GRK2 aptamer HTS	proCasp7 act	JMJD2C inh	PP5 inh	procasp3 activ	CTSL1 counter	VLA-4 inh	core dimer inh	PP1 counter
CSCCC(NC(=O)c1ccccc1Cl)C(=O)NC1CCN(Cc2ccccc2)CC1 (configuration not stated)	0.0	2.9	16.6	-1.3	-3.9	-3.6	-11.6	-5.7	-1.1
CC(C)OC(=O)C(C(=O)C(F)(F)F)c1cc(NS(=O)(=O)c2ccc3ccccc3c2)c2ccccc2c1O (configuration not stated)	0.0	-15.3	-5.6	4.9	-9.5	-0.5	-6.3	25.8	5.0
CC(C)NS(=O)(=O)c1cc(C(=O)O)ccc1Cl	1.0	5.7	0.7	2.9	7.0	-2.0	15.8	-9.4	2.0
CCOC(=O)c1sc(=S)n(-c2ccc(Cl)cc2)c1SC	0.0	-8.9	45.2	-4.8	-4.5	-0.3	-0.7	-12.6	1.6
C#CCOCCOCCOCCNc1nc(N2CCN(C(=O)CCCCCCCCCCNC(=O)[C@@H](CCC(=O)O)n3cc(CCCCCN)nn3)CC2)nc(N2CCN(C(=O)CCCCCCCCCCNC(=O)[C@H](CO)n3cc(CCCSC)nn3)CC2)n1	2.0	3.9	.	2.8	2.5	1.0	-7.2	1.8	2.7
Cc1noc(C)c1COc1ccccc1C(=O)N1CCN(c2cccc(Cl)c2)CC1	0.0	-4.9	-11.5	4.4	4.2	.	20.0	.	1.3
COc1ccc(CNC(=O)C2CCC(CNS(=O)(=O)c3cccc4nsnc34)CC2)cc1 (configuration not stated)	0.0	-9.1	-6.4	1.4	6.4	-1.4	7.4	0.7	-1.2
CC(Sc1nc2scc(-c3ccccc3)c2c(=O)[nH]1)C(=O)NC(N)=O (configuration not stated)	0.0	8.5	11.1	-3.1	-4.0	-0.5	-27.0	-0.8	-0.5
Cc1ccc(C(=O)COC(=O)C2CCC2)cc1	0.0	2.0	-7.1	-0.5	-4.6	-11.9	-7.8	-6.5	-1.5
COc1ccc(C(=O)NCC(=O)NCc2ccncc2)cc1	1.0	4.6	8.7	.	-2.4	.	0.0	.	.
CCCCN(CCO)c1ncnc2sc(-c3ccccc3)cc12	0.0	-1.2	26.4	2.5	-0.4	5.4	-21.1	-12.5	4.3
COCc1nnc(NC(=O)c2c(-c3c(Cl)cccc3Cl)noc2C)s1	1.0	-3.3	0.5	0.2	1.0	-4.8	11.3	-5.3	-1.8
CCCc1cc(=O)[nH]c(SCC)n1	1.0	8.4	0.0	1.2	6.0	-4.5	1.1	-3.0	0.0
CN(C)S(=O)(=O)c1ccc(C(=O)Nc2ccc(OCC(=O)N3CCOCC3)cc2)cc1	0.0	11.8	2.1	0.7	5.6	-1.6	-1.9	-1.9	5.8
COc1ccc(NC(=O)CNC(=O)C23CC4CC(CC(C4)C2)C3)c(OC)c1	0.0	1.1	?	2.0	-6.6	-2.5	-6.7	-5.3	-6.7
Cc1ccc(NC(=O)Cn2nc(C(=O)O)c3ccccc3c2=O)cc1S(=O)(=O)N1CCCCC1	19.0	4.1	0.1	.	3.7	.	10.9	.	.
CCn1c(=O)c(C(=O)NNC(=O)c2ccc(Cl)cc2Cl)c(O)c2ccccc21	1.0	2.3	13.6	0.5	1.8	-0.7	-6.2	2.4	6.3
CC(C)(C)OC(=O)NCCCC[C@H](NC(=O)c1nc[nH]c1C(=O)NC(c1ccccc1)c1ccccc1)C(=O)OC(C)(C)C	.	-2.4	3.1	3.4	-1.1	-1.7	.	14.3	10.6
CCOC(=O)CCCSc1nc2sc3c(c2c(=O)[nH]1)CCC3	0.0	-16.6	-1.2	3.4	2.0	-2.4	-4.7	4.7	-0.5
Cc1ccc(CSc2nc3ccncc3[nH]2)cc1	78.0*	0.5	-12.4	-0.5	10.6	0.9	0.1	0.2	-3.0
Cc1ccc(C(=O)NNC(=S)NCC2CCCO2)cc1[N+](=O)[O-] (configuration not stated)	2.0	2.1	-2.8	0.2	-4.2	-2.8	0.6	-2.0	-3.1
CC1CCC(C(C)C)C(OP(=O)(c2ccc(N(C)C)cc2)C(O)c2cccnc2)C1 (configuration not stated)	0.0	9.0	-5.8	0.5	8.0	3.3	-23.1	4.5	-3.4
CC1CCCCN1S(=O)(=O)c1ccc(C(=O)Nc2nnc(-c3ccncc3)o2)cc1 (configuration not stated)	7.0	6.6	5.9	3.5	-6.1	2.1	3.9	-6.6	9.4
Cc1ccc(-c2cc(=O)c3cc(F)ccc3[nH]2)cc1	2.0	0.3	1.2	0.9	2.5	-0.8	11.9	-0.5	1.6
COC1(OC)N=C(N)C2(C#N)C(c3cccc(Oc4ccccc4)c3)C12C#N (configuration not stated)	1.0	-0.5	0.6	2.2	-2.1	-1.3	2.4	0.1	1.7

Later entries
smiles	GRK2 aptamer HTS	proCasp7 act	JMJD2C inh	PP5 inh	procasp3 activ	CTSL1 counter	VLA-4 inh	core dimer inh	PP1 counter
Cc1cc(C)nc(N2CCN(CC(=O)NCc3ccccc3)CC2)n1	1.0	0.0	-26.2	-1.8	-7.2	1.8	2.7	-0.5	-2.2
N#CCCCn1c(O)c(N=NC(=O)C(O)c2ccccc2)c2ccccc21 (configuration not stated)	0.0	12.4	-4.7	-2.9	3.0	4.0	3.4	-3.4	-2.5
Cc1ccc(CNC(=O)C2CCC(CNS(=O)(=O)c3cccc4cccnc34)CC2)cc1 (configuration not stated)	0.0	1.1	.	1.1	5.1	2.0	2.9	2.2	-0.8
O=C(OCC(=O)c1c[nH]c2ccccc12)c1cccc(O)c1	2.0	0.9	0.0	2.6	3.7	0.2	14.0	-3.2	0.2
O=C(CSc1ncnc2c1oc1ccccc12)Nc1ccccc1C(F)(F)F	1.0	11.1	6.4	-0.8	0.7	0.6	24.9	33.6	-2.4
O=C(NCC1CCCO1)C(c1ccc(F)cc1)N(C(=O)Cn1nnc(-c2ccc(F)cc2)n1)c1cccc(O)c1 (configuration not stated)	0.0	2.9	-5.7	1.8	6.4	2.0	-20.2	2.5	-1.2
Cc1ccccc1CSc1nc2ccccc2c(=O)[nH]1	0.0	-3.5	4.1	3.9	2.3	1.7	5.1	2.0	0.4
COCCn1c(N)c(C#N)c2nc3ccccc3nc21	1.0	-7.7	3.7	3.2	-1.8	-0.5	3.9	-3.5	1.2
CC(=NNC(=O)c1cccs1)c1ccc2c(c1)OCCO2	0.0	7.8	.	.	3.4	.	21.6	.	.
COc1c(C)cc(S(=O)(=O)NCc2ccccn2)c(C)c1C	.	-0.8	12.6	-1.0	4.0	1.4	-5.4	6.8	-1.9
CC(C)Sc1nnc([C@H](Cc2c[nH]c3ccccc23)NC(=O)OC(C)(C)C)o1	12.0	18.2	5.7	1.6	-2.0	0.4	17.8	12.6	-4.0
O=C(CNC(=O)c1cccs1)NCCN1CCN(c2ccccc2F)CC1	0.0	-5.0	-7.2	2.3	-3.2	-1.7	5.3	4.8	-2.3
CN(C)CCCC(C)(O)C(C)(C)c1ccccc1 (configuration not stated)	0.0	3.7	-0.2	-0.8	1.6	-2.5	10.6	1.4	-3.9
CC1Cc2ccccc2N1C1=NS(=O)(=O)c2ccccc21 (configuration not stated)	4.0	2.2	2.6	0.1	11.5	-1.4	3.5	-2.4	-2.4
COc1ccc(NC(=O)C2C3C=CC(O3)C2C(=O)NCc2cccnc2)cc1 (configuration not stated)	0.0	-11.6	10.6	0.8	-20.2	-1.8	2.5	-1.7	-1.4
CCN(CC)S(=O)(=O)c1ccc(N2CCOCC2)c(NC(=O)c2ccc(=O)n(C)n2)c1	0.0	0.8	7.2	1.5	-2.4	.	13.1	.	-3.9
O=C(OCC(=O)c1c[nH]c2ccccc12)c1cc2ccccc2cc1O	0.0	-7.3	-4.0	3.0	4.3	1.9	-0.5	23.3	2.8
COc1ccccc1N1CCN(CCN2C(=O)C3CCCN3C2=O)CC1 (configuration not stated)	.	0.2	8.4	2.5	-5.9	-0.3	9.1	-4.8	-2.9
C=CCN(CC=C)C(=S)NCCc1ccc(OC)c(OC)c1	0.0	-1.5	-5.6	0.8	10.0	-3.5	0.9	-1.2	-2.0
O=C(OCC(=O)N1CCC(Cc2ccccc2)CC1)c1ccc[nH]c1=O	0.0	12.4	11.2	1.9	2.9	-2.6	14.2	3.9	-1.3
CCN(C[C@H]1N[C@@](C)(C(=O)OC)[C@H]2C(=O)N(Cc3ccccc3)C(=O)[C@@H]12)C(=O)Nc1ccc(C)cc1	2.0	3.8	10.4	.	3.8	.	32.4	.	.
CC1=NNC(=O)C1CCC(=O)N/N=C/C(Br)=C/c1ccccc1 (configuration not stated)	3.0	8.5	3.8	-2.2	1.6	5.4	-16.6	2.9	-0.1
Cc1ccc2nc(SCC(=O)Nc3cc(C)on3)nc(=O)n2c1	0.0	1.7	36.2	0.2	11.8	-1.4	-8.8	1.2	-3.1
Cc1ccc(N(C(=O)CNC(=O)c2ccco2)C(C(=O)NC2CCCC2)c2cccnc2)cc1F (configuration not stated)	0.0	7.5	-0.6	2.1	2.0	-0.9	-2.5	-2.7	10.3
COc1ccc([C@H]2CC(=O)C=C(c3ccc(Cl)c(Cl)c3)C2)cc1	3.0	-5.4	.	3.8	-0.8	.	-8.2	.	0.0

Next structures:
smiles	GRK2 aptamer HTS	proCasp7 act	JMJD2C inh	PP5 inh	procasp3 activ	CTSL1 counter	VLA-4 inh	core dimer inh	PP1 counter
CN(Cc1ccccc1)C(=O)CCS(=O)(=O)c1ccc2c(c1)oc(=O)n2C	0.0	4.5	-18.2	0.7	-1.7	6.2	3.7	6.4	-4.0
N#Cc1cc(C(=O)c2cc(Br)ccc2O)cn(C2CCCCC2)c1=O	2.0	2.9	6.8	1.8	0.1	1.4	-109.2	4.0	5.1
Cc1ccc(OCC(O)CNC(=O)c2ccccc2C(=O)O)cc1 (configuration not stated)	0.0	0.1	7.1	4.5	4.3	-0.2	-3.0	-7.7	3.2
Cc1ccc(-n2c(O)c(/C=N/n3cnnc3)c3ccccc3c2=O)cc1	1.0&0.0	-6.2&-8.4	-6.3&-37.7	1.6&5.4	0.8&-5.1	5.2&-0.3	7.1&-5.8	-8.7&-3.5	3.0&1.6

Sorted by value in core dimer inh (smallest number first): three of the compounds above
structure | core dimer inh
COCc1nnc(NC(=O)c2c(-c3c(Cl)cccc3Cl)noc2C)s1 | -5.3
N#CCCCn1c(O)c(N=NC(=O)C(O)c2ccccc2)c2ccccc21 (configuration not stated) | -3.4
O=C(CNC(=O)c1cccs1)NCCN1CCN(c2ccccc2F)CC1 | 4.8

GRK2 aptamer HTS: hit marks shown above
Structure	GRK2 aptamer HTS	JMJD2C inh	PP5 inh	procasp3 activ	VLA-4 inh	core dimer inh
Cc1ccc(CSc2nc3ccncc3[nH]2)cc1	78.0*	-12.4	-0.5	10.6	0.1	0.2

High-throughput results: PubChem, several laboratories
